mHTT-CaM PPI inh = inhibitors of human mutant huntingtin-calmodulin interaction; inhibition, % at 15 µM; AID 1671202; AlphaScreen His-mHTT/GST-CaM binding, luminescence; 190,000 compounds, 3.6% hits;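 note: 0% = both proteins with DMSO and 100% = one protein alone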
Target sequence (P42858 whole entry, looked up, stated change not applied): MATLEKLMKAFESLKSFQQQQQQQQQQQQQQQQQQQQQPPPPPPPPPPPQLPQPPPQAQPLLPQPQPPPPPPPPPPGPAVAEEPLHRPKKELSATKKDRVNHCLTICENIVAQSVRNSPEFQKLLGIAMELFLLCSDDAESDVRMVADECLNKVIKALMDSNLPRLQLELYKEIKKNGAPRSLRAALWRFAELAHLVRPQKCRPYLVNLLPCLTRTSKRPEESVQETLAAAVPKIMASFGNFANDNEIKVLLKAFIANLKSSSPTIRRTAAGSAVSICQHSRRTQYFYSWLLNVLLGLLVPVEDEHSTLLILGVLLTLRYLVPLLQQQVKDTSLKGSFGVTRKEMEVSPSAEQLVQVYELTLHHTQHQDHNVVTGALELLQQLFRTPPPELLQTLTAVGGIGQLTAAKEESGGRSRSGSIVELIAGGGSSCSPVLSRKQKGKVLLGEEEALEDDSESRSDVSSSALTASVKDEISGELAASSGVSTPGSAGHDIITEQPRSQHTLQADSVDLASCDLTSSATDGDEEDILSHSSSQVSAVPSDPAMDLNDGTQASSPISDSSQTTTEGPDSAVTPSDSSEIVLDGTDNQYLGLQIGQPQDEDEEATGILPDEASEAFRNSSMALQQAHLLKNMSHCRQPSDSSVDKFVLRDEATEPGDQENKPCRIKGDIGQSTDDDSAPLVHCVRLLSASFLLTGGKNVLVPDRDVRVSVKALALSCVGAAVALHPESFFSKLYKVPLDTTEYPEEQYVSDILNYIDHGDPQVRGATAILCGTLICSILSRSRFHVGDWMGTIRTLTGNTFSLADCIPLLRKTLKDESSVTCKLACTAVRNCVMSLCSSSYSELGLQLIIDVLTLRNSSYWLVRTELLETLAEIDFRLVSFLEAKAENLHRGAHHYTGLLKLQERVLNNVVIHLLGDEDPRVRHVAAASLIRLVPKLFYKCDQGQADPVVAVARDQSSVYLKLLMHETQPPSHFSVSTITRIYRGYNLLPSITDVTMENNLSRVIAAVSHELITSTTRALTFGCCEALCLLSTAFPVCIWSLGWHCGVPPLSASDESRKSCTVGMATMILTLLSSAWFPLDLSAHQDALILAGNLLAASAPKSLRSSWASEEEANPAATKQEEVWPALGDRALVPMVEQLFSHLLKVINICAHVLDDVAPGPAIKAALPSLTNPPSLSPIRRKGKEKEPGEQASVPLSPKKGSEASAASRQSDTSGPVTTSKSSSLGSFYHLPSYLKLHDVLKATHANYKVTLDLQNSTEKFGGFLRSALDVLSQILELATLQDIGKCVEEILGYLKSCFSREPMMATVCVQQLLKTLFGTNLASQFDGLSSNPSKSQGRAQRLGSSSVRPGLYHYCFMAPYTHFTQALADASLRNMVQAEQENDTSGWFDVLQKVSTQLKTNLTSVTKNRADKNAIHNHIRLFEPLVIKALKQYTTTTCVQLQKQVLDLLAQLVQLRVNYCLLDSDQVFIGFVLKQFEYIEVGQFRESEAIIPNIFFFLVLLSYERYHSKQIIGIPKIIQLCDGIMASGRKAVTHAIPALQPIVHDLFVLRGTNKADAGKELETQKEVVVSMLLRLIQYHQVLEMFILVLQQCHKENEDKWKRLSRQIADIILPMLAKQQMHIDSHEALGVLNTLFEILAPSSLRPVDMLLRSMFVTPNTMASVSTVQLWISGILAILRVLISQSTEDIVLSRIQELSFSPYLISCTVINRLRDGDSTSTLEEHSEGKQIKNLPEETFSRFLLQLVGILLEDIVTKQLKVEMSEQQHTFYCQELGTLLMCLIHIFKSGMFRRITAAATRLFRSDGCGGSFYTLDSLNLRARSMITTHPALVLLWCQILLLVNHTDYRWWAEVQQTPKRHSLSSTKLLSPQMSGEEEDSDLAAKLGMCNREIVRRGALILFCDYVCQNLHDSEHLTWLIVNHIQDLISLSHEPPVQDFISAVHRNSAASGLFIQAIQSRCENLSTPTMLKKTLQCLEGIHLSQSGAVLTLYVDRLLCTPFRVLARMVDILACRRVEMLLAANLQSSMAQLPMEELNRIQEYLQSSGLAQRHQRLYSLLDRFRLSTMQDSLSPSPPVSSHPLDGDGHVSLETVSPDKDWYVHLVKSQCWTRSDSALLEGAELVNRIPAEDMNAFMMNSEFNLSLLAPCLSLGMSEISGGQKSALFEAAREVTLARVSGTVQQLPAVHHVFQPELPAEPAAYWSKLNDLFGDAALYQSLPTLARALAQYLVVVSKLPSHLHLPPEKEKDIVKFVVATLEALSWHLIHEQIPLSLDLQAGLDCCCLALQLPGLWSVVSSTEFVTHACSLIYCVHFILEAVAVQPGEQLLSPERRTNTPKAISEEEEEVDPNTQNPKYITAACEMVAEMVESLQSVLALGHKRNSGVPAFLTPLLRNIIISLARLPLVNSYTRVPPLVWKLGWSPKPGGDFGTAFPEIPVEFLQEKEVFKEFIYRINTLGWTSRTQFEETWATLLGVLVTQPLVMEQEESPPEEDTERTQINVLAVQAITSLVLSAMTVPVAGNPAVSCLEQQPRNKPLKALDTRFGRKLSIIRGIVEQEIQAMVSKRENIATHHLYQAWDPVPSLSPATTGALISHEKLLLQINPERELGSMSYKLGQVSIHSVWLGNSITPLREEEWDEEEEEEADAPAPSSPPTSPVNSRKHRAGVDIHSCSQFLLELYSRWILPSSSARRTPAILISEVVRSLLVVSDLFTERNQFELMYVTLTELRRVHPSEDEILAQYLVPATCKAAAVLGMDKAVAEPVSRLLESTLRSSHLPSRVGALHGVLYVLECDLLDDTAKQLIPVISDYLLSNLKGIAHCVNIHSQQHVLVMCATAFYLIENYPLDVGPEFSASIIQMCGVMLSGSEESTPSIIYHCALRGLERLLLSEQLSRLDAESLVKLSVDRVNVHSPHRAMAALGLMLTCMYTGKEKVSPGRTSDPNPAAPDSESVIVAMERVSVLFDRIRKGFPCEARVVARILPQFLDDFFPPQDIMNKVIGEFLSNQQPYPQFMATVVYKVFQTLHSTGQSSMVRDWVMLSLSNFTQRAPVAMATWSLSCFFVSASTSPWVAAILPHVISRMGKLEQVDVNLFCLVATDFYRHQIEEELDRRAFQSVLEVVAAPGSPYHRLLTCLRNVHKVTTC
Pf apPOL inh = Pf-apPOL DNA polymerase inhibition; inhibition, % at 10 µM; 210,000 compounds, 0.25% hits; Recombinant Pf-apPOL, molecular beacon fluorescence, 1.5 h
Starred values were filed as active, the others as inactive; i = inactive; nt = not tested or not shown; & = joins results of further samples. Cut-off read from the data, not from the text of the source: active = inhibition above about 50%; inactive = the rest. These rows are one share of the data; rates above refer to the full screens.

mol	mHTT-CaM PPI inh	Pf apPOL inh
O=S1(=O)N=CN(c2ccc(Cl)c(F)c2)c2ncccc21	-4	3
c1ccc(C2(CNc3ccccn3)CCCC2)cc1	-19	-4
Cc1cccc(O)c1N=Cc1cc(Br)cc(Cl)c1O	18	-4
CC(NC(=O)c1ccccc1Br)C(=O)N1CCCc2ccccc21 (stereo unspecified)	-5	4
CCOc1cc(/C=C2\NC(=O)NC2=O)cc(Br)c1OCC(=O)O	19	0
CCC(=O)Nc1cccc(NC(=O)c2cccc([N+](=O)[O-])c2)c1	-4	-4
CCOc1ccc(S(=O)(=O)N2CCSC2c2ccc(Cl)cc2)cc1 (stereo unspecified)	-49	-6
Cc1sc2ccn(C)c(=O)c2c1C(=O)NCc1cccc(Br)c1	-1	-2
Cc1cc(C)c2c(N)c(S(=O)(=O)c3ccccc3)sc2n1	4	0
CCOc1ccc(CNC(=O)C2CCCN(c3cc(=O)n(C)c(=O)n3C)C2)cc1 (stereo unspecified)	0	-3
O=C(c1cccs1)N1CCCc2cc(NS(=O)(=O)c3cc(F)ccc3F)ccc21	-9	-3
O=C(NCc1csc(C2CCCN(C(=O)c3cc(F)ccc3F)C2)n1)C1CCC1 (stereo unspecified)	4	-1
COc1cc(NC(=O)CCOc2ccc(F)cc2)cc(OC)c1OC	nt	-9
COc1ccc(-n2nc3c(c2NC(=O)/C=C/c2ccc(OC)c(OC)c2)CS(=O)(=O)C3)cc1	13	-2
CC(CCc1ccccc1)N1CCN(c2ccccc2F)CC1 (stereo unspecified)	-25	5
Cc1nn(-c2ccccc2Br)c2c1C(=O)CC(C)(C)C2	1	-1
CCc1cccc(CC)c1N(COC)C(=O)Cn1cnc2ccccc21	17	-8
Cc1ccc(S(=O)(=O)N(C)CC(=O)Nc2ccc3c(c2)OCCO3)cc1	-2	4
COc1cccc(N2CCN(c3nc(C(=O)N4CCCC(C)C4)cs3)CC2)c1 (stereo unspecified)	44	-3
COc1ccccc1NC(=O)C1C2C=CC(C3CC23)C1C(=O)O (stereo unspecified)	-4	0
CCOC(=O)C(C)(Sc1nc(N)c(C#N)c(SC)c1C#N)C(=O)OCC	nt	-5
Cc1cccc2c(C3CCN(C(=O)c4ccccc4OC(F)(F)F)CC3)c[nH]c12	100*	-7
COc1cccc(C2=N/C(=C\c3ccco3)C(=O)O2)c1	4	61*
CCOC(=O)[C@@H](C)N1[C@H](C)[C@H](c2ccccc2)Oc2cc(Br)ccc2S1(=O)=O	-1	-2
COc1ccc(/C=C2\CCCC(C(=O)C(F)(F)F)=C2O)cc1	55*	13
CSc1ccccc1NC(=O)CSc1nc2ccccc2[nH]1	-8	-1
CCN(CC)c1ccc(CN2CCC(c3nc4cccnc4n3C)C2)cc1 (stereo unspecified)	43	-5
CCC1CCCCN1CCNS(=O)(=O)c1cc(Br)cc2c1N(C(C)=O)CC2 (stereo unspecified)	-1	0
Cc1cccc(N2CCN(CN3C(=O)C(=O)c4cc(Br)ccc43)CC2)c1	4	-1
CSc1ccc(Cl)cc1NC(=O)C(F)(F)F	nt	0
COc1ccc(N(CC(=O)N2CCc3ccccc3C2)S(C)(=O)=O)cc1Cl	8	-3
CC(=O)Nc1nc(C2CC2)cc(-c2ccco2)c1C#N	-2&-3	6&6
O=C1CCC(=O)N1c1ccc(S(=O)(=O)Nc2ccc(I)cc2)cc1	14	3
CCc1ccc(N(CC(=O)Nc2ccc(Cl)cc2)S(C)(=O)=O)cc1	4	-3
Cc1nc(-c2ccc(F)cc2)nc2c1CC(=O)N2Cc1cccs1	-6	-4
CC(C)C1(O)C(C)C(c2ccccc2)N(C)C(c2ccccc2)C1C (stereo unspecified)	-10	-4
O=C(O)c1nnn(Cc2ccccc2)c1C(=O)O	nt	4
CCOc1cccc(CC(=O)N2CCC(c3ccncc3)CC2)c1OCC	-4	-4
C[C@H]1CN(c2ccc(Br)cc2)C(=O)[C@@H]1CC(=O)Nc1ccccc1	-2	-10
COc1cccc(C=C2Oc3cc(OC(C)=O)ccc3C2=O)c1OC	3	-7
CCOC(=O)N1CCN(C(=O)CN2C(=O)c3ccccc3S2(=O)=O)CC1	-19	3
CCOC(=O)c1ccc(NC(=O)C2CC(=O)N(c3cccc(NC(C)=O)c3)C2)cc1 (stereo unspecified)	-1	1
CC(=O)Nc1ccc(-n2c(CCC(=O)O)ccc2-c2ccccc2)cc1	0	-7
O=S(=O)(Nc1nc(-c2ccccc2)cs1)c1cc(Cl)ccc1Cl	42	-8
Cc1ccccc1CC(=O)N1CCCC(COc2ccc(C(=O)N3CCOCC3)cc2)C1 (stereo unspecified)	-12	1
CS(=O)(=O)N(CC(=O)Nc1ccccc1F)c1ccc(Cl)cc1	-1	-4
Cc1nnc(NC(=O)c2cccc(S(=O)(=O)N3CCCCCC3)c2)s1	-4	-6
Cc1nnc(-c2cccn2CC(=O)NCc2cccc(Br)c2)o1	-7	0
Cc1nn(Cn2cc(Cl)cn2)c(C)c1N	-1	nt
COc1ccccc1CNS(=O)(=O)c1ccc(F)c(C(=O)Nc2c(C)cc(C)cc2C)c1	0	-19
CC(C)(C)OC(=O)NC(Cc1ccccc1)c1n[nH]c(=S)n1CC1CCCO1 (stereo unspecified)	nt	-4
C[C@H]1[C@@H](NC(=O)Cc2ccsc2)CC[C@@]23CCCN2C(=O)CCC[C@@H]13	0	2
Cc1cc(C)n(-c2ccc(=O)n(CCNC(=O)c3ccc(N4CCCC4)nn3)n2)n1	-3	-3
Cc1ccc(C(=O)N2CCn3c(nnc3C(C)C)C2)cc1F	-2	0
O=C(COc1ccccc1)N1CCCC(OCc2nc(C3CC3)no2)C1 (stereo unspecified)	i	2
CCCNC(=O)c1nnn(-c2cccc(Cl)c2)c1-c1ccncc1	-3	-7
CSc1n[nH]c(NC(=O)c2ccccc2Cl)c1S(=O)(=O)c1ccc(Cl)cc1	nt	0
Cc1c(C)c(C)c(CN2CCCCCC2)c(C)c1C	nt	-7
Cc1noc(-c2cccnc2)c1C(=O)NCc1ccc(F)cc1F	-3	0
CC(=O)c1cc([N+](=O)[O-])c(O)cc1O	-2	-5

Additional results.
mol	mHTT-CaM PPI inh	Pf apPOL inh
CCCCN1CC[C@H]2C=CC[C@@H](C(=O)Nc3ccc(Cl)cc3Cl)[C@H]2C1=O	-17	-5
COc1ccccc1OCCN1C(=O)C(NC(C)=O)c2ccccc21 (stereo unspecified)	5	-75
Cc1cc(S(=O)(=O)N2CCC(n3c(-c4ccoc4)nc4cccnc43)C2)ccc1F (stereo unspecified)	27	-4
COc1cc(C=C2C(=O)OC(C)(c3ccccc3)OC2=O)cc(I)c1O (stereo unspecified)	1	2
COc1ccc(-c2cc(C(F)(F)F)n3ncc(C(=O)NCC4CCCO4)c3n2)cc1 (stereo unspecified)	-5	-7
O=C(Nc1nnc(N=Cc2cccs2)s1)c1cc([N+](=O)[O-])cc([N+](=O)[O-])c1	-2	-5
O=C1OC(/C=C/c2cccc([N+](=O)[O-])c2)=NC/1=C/c1coc2ccccc2c1=O	7	2
CCOC(=O)Cc1csc(NC(=O)Nc2ccc(Cl)cc2)n1	nt	-23
COc1ccccc1NC(=O)c1ccc(NS(=O)(=O)c2cc(C)ccc2C)cc1	-11	-4
CNCC(=O)N1CCC(c2nc(-c3cccnc3)n[nH]2)CC1	-1	-2
CCc1cccc(N2C=C(C(=O)N3CCC(C)CC3)S(=O)(=O)c3ccccc32)c1	7	-1
COc1cc(C(=O)Nc2ccc3oc(-c4cccc(F)c4)nc3c2)cc(OC)c1OC	-5	28
CC(=O)Nc1ccc(NC(=O)/C=C/c2ccc3c(c2)OCO3)cc1	-1	3
CCc1cccc(NC(=O)c2ccccc2[N+](=O)[O-])c1	2	-4
CC1CCN(C(=O)c2cc3c(s2)CCC(C(=O)NC2CCCC2)C3)CC1 (stereo unspecified)	4	0
Cc1nn(-c2ccc(C(=O)NCCC3=CCCCC3)cc2)c2c1C(=O)CC(C)(C)C2	8	3
CCCCC(=O)N1CCc2c(c(C(=O)NCc3ccc4c(c3)OCO4)nn2C)C1	24	-8
Cc1ccc(Cl)cc1NC(=O)c1ccc(-c2cncnc2)nc1	4	-8
O=c1c2c(nc(NCCO)n1-c1ccccc1)-c1ccccc1CC21CCCC1	46	-4
Cc1ccccc1C(=O)N1CCCN(Cc2noc3ccccc23)CC1	16	-2
O=C(NCc1ccc(F)cc1)c1cc2n(n1)CCCN(Cc1ccccc1)C2=O	-2	-4
Cc1nc(-c2cccc(F)c2)nc2c1CCC(=O)N2Cc1ccncc1	-6	1
O=C(NC(Nc1cccc(C(F)(F)F)c1)C(=O)c1ccccc1)c1cccs1 (stereo unspecified)	83*	-6
CCn1c(SC)nnc1-c1nn(C)c2c1CN(C(=O)COC)CC2	3	-8
COc1ccc(N2CCN(C(=O)c3ncn[nH]3)CC2)cc1	15	-6
COc1cccc2cc(C(=O)Nc3ccccc3)c(=Nc3ccc(C(=O)O)cc3)oc12	8	1
c1ccc(COC(CN2CCCC2)CN2CCCC2)cc1	-2	5
CCN(CC1CC(c2cccc(F)c2)=NO1)C(=O)NC(C)(C)C (stereo unspecified)	-1	-8
CCCN1C(=O)COc2ccc(-c3noc(-c4ccc(Cl)cc4)n3)cc21	-3	-5
COc1ccc(CNc2ccc3c(c2)ncn3C)c(OC)c1	3	-6

Quoted from the listing.
Cc1ccccc1CC(=O)N1CCCC(COc2ccc(C(=O)N3CCOCC3)cc2)C1 (stereo unspecified) in Pf apPOL inh shows 1
Cc1ccccc1C(=O)N1CCCN(Cc2noc3ccccc23)CC1 in mHTT-CaM PPI inh shows 16
COc1cc(NC(=O)CCOc2ccc(F)cc2)cc(OC)c1OC in Pf apPOL inh shows -9
Cc1cccc2c(C3CCN(C(=O)c4ccccc4OC(F)(F)F)CC3)c[nH]c12 in Pf apPOL inh shows -7
O=C(NCc1ccc(F)cc1)c1cc2n(n1)CCCN(Cc1ccccc1)C2=O in mHTT-CaM PPI inh shows -2
CC(=O)Nc1ccc(NC(=O)/C=C/c2ccc3c(c2)OCO3)cc1 in mHTT-CaM PPI inh shows -1

The list continues:
mol	mHTT-CaM PPI inh	Pf apPOL inh
CN1C2CCC1C(=Cc1ccc(F)cc1)C(=O)C2=Cc1ccc(F)cc1	nt	13
NCCN1C(=O)c2[nH]nc(-c3ccccc3)c2C1c1ccccc1 (stereo unspecified)	9	-4
CC(=O)Nc1ccc(C2(C(=O)NC3CCCC3)CCCCC2)cc1	-5	-3
CCN1CCN(c2cc(Oc3ccc(OC)cc3)ncn2)CC1	-1	-8
CCNC(=O)N1CCCC1c1cc(C)no1 (stereo unspecified)	-2	-1
COc1ccc(CCCC(=O)O)cc1C	2	63*
CCOc1ccc(C(=O)N2CCc3c(nc4cc[nH]n4c3=O)C2)cc1	-2	1
CCCCOC(=O)Nc1cc(OC)c(Cl)cc1OC	-34	-8
O=C(Nc1ccc2c(c1)OCCO2)c1sc2ccccc2c1Cl	2	-6&-16
CC(NC(=O)Cc1ccccc1)c1ccccc1 (stereo unspecified)	1	-1
CCCCCn1c(=N)c(S(=O)(=O)c2ccccc2)cc2c(=O)n3ccccc3nc21	-2	-6
Cc1ccc(C(=O)ON=C2CCN(Cc3ccccc3)CC2)cc1	-3	-4
COc1cc(/C=C2/C(=O)N(c3ccc(Br)cc3)N=C2C)cc([N+](=O)[O-])c1O	17	-2
CN(C)CCCNC(=O)c1cc2c(s1)CN(C1CCCC1)C2	-7	2
Cc1cc(C)c(S(=O)(=O)N2CCC(c3noc(-c4ccccc4C)n3)CC2)c(C)c1	-24	-3

Some of these compounds in order of length of the SMILES, highest first:
mol	mHTT-CaM PPI inh	Pf apPOL inh
COc1cccc(N2CCN(c3nc(C(=O)N4CCCC(C)C4)cs3)CC2)c1 (stereo unspecified)	44	-3
CC1CCN(C(=O)c2cc3c(s2)CCC(C(=O)NC2CCCC2)C3)CC1 (stereo unspecified)	4	0
CCN(CC1CC(c2cccc(F)c2)=NO1)C(=O)NC(C)(C)C (stereo unspecified)	-1	-8

Next results follow.
mol	mHTT-CaM PPI inh	Pf apPOL inh
COc1ccccc1NC(=O)c1cc(S(=O)(=O)N2CCCCCC2)ccc1F	-19	-2
CCCCC(=O)Nc1ccc(NC(=O)c2ccco2)cc1OC	-2	1
CC(=O)Nc1ccccc1NC(=O)Cc1ccccc1	-2	-1
COc1ccccc1C1(CCN)CCOC(C)(C)C1 (stereo unspecified)	-8	2
CN1CCN(C(=O)c2cccnc2N2CCOCC2)CC1	3	6
CCOC(=O)c1[nH]c(Cc2[nH]c(C(=O)OCC)c(C)c2CC)c(CC)c1C	3	nt
O=C(CCSc1ccccc1)Nc1cccc2ccc(-n3ccnc3)nc12	1	2
Cc1nnc2cc(N3CCN(Cc4cccs4)CC3)cnn12	12	17
O=C(C1=C(O)C(=O)N(Cc2cccnc2)C1c1cccc([N+](=O)[O-])c1)c1ccco1 (stereo unspecified)	2	10
Nc1ncnc(N2CC(=O)N(CCc3ccccc3)C(=O)C2)c1[N+](=O)[O-]	23	-1
O=C(c1ccsc1)N1CCCCC1c1nc(-c2cccnc2)no1 (stereo unspecified)	-18	-6
Cc1ccc(C)c(N2CCN(C(=O)c3ccc(SCc4cccnc4)c([N+](=O)[O-])c3)CC2)c1	65*	-1
O=c1oc2ccccc2c2c1ncn2CCN1CCCC1	3	-1
CCn1c(=O)c(C(=O)N2CCC(C)CC2)nc2cccnc21	-2	-4
NC(=O)c1ccc(N=Cc2cc(Cl)cc(Cl)c2O)cc1	7	-4
CC(=O)c1cccc(NC(=O)C(C)c2ccccc2)c1 (stereo unspecified)	0	-4
O=C(Nc1ccc(Cl)c(Cl)c1)N1CCCN(Cc2ccccc2)C1	95*	16
O=c1c2cn[nH]c2nc(SCc2ccc(C(F)(F)F)cc2)n1-c1ccccc1	63*	-16
O=C(c1cnccn1)N1CCCn2nc(-c3cccc(Cl)c3)cc2C1	7	-4

From PubChem BioAssay
